Screens from PubChem.
Apaf-1 inh – human Apaf-1 inhibition; O14727; reconstituted apoptosome caspase-3 activity, DEVD-Rh110 fluorescence; inhibition, % at 20 µM; actives 0.71% (n = 330,000); AID 489030; active = inhibition of at least 40% at 20 µM;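 also: plate controls were DMSO wells for no effect and DEVD-CHO caspase inhibitor wells for full effect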
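Medium: Hepes buffer, pH 7.5 / System: biochemical Apaf-1 apoptosome reconstitution / Measured by: Rh110 fluorescence, excitation 480 nm, emission 540 nm / Times: compound with Apaf-1, dATP, procaspase-3 30 min, then 50 min reaction, room temperature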
697 NFkB inh – lowers PMA/ionomycin-induced NF-kB signal in 697 B cells | actives 0.33% (n = 330,000) | inhibition, % at 4 µM | 697 B-cell NF-kB luciferase reporter, 16 h; in the data active = inhibition above about 35%
CCR6 antag – blocks CCL20-driven beta-arrestin recruitment at human CCR6; CHO-K1 CCR6 PathHunter beta-arrestin, luminescence, CCL20-stimulated; P51684; inhibition, % at 20 µM; AID 493098; actives 0.49% (n = 340,000);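 active = compounds whose inhibition of the agonist-driven luminescence signal at 20 µM reaches about 50%, limit read from the data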;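 also: cells stimulated with CCL20 at 14 nM final; plate controls were DMSO with CCL20 for no effect and DMSO without agonist for full effect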
Target sequence (P51684 whole entry, looked up): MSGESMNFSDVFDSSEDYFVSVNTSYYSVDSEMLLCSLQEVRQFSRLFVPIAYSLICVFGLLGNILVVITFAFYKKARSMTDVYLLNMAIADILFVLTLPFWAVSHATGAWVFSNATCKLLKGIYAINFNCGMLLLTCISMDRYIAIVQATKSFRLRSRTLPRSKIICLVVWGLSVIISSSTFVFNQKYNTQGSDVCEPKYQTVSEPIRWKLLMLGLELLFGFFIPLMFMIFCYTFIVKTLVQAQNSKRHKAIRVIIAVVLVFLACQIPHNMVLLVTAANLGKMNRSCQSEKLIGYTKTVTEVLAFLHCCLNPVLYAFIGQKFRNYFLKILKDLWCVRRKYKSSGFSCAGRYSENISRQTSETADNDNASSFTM
Jurkat NFkB inh – lowers PMA/ionomycin-induced NF-kB signal in Jurkat cells; PMA/ionomycin-induced NF-kB luciferase reporter, luminescence; inhibition, % at 4 µM; actives 0.53% (n = 330,000)
SENP8 block – blocks the human protease SENP8; Q96LD8; purified SENP8, Z-RLRGG-aminoluciferin cleavage, luminescence; inhibition, % at 10 µM; actives 1.2% (n = 330,000)
Target sequence (Q96LD8 whole entry, looked up): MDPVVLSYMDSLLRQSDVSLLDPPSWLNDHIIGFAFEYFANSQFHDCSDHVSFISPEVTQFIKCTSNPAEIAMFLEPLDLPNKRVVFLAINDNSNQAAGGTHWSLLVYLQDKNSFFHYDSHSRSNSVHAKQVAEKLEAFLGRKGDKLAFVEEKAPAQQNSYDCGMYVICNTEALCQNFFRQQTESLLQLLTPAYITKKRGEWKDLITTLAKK
UBC13 inh – inhibitors of human UBC13 polyubiquitin chain formation. TR-FRET. inhibition, % at 20 µM. actives 0.47% (n = 330,000). AID 485273; in the data active = inhibition above about 45%, passing the limit was not always enough
Target sequence (P61088 whole entry, looked up): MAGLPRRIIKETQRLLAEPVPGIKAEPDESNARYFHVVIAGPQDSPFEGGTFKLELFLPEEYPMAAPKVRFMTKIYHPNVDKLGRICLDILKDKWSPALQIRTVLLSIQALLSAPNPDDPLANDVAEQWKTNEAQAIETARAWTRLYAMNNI
Gli-Sufu block – blocks Gli-Sufu signaling in a luciferase reporter. inhibition, % at 5 µM. AID 588413. Sufu-KO-LIGHT fibroblasts, Gli luciferase reporter luminescence. actives 0.74% (n = 340,000);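 active = inhibition above about 55%, limit read from the data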;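 also: 0% = DMSO-treated cells and 100% = wells with medium but no cells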
EBI2 antag – EBI2 (human) antagonism; P32249; EBI2 beta-arrestin recruitment, luminescence, 7a,25-OHC stimulated; inhibition, % at 5 µM; actives 0.81% (n = 360,000); AID 651636; in the data active = inhibition above about 38%;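 also: enzyme fragment complementation signal reports receptor beta-arrestin coupling in cells; 0% = agonist plus DMSO wells and 100% = wells without agonist; some results beyond the cut were filed as inactive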
* marks the source's active call; other numbers are inactive results; . = no result given. Rule as the data show it, unless noted: active = inhibition above about 50%; inactive = the rest. The list is partial. The share of hits here may be higher or lower than overall.

1) COc1ccc2cc(-c3[nH]ncc3CN3CCCN(c4ccccc4)CC3)ccc2c1
2) COc1ccc(Nc2nc(N)nc(CN3CCN(c4ccccn4)CC3)n2)cc1
3) C[N+]1(C2CCC3CCCC2C3O)CCCC1 (stereo unspecified)
4) Cc1ccc(S(=O)(=O)N2CCCCC2)cc1NC(=O)COC(=O)c1cccn1C
5) CCOC(=O)C1CCCN(Cc2cc(OC)c(O)c(OC)c2)C1 (stereo unspecified)
6) Cc1csc(NC(=O)c2cc(=O)[nH]c3ccccc23)n1
7) CCOC(=O)CON1C(=O)c2ccccc2C1=O
8) CCOc1cc(/C=C2\C(=O)N(Cc3ccco3)C(C)=C2C(=O)OC)ccc1O
9) COc1ccc(NC(=O)CSc2nnc(C)c(=O)n2N)cc1
10) COc1ccc(N2CCN(S(=O)(=O)CCNC(=O)c3ccc(Br)o3)CC2)cc1

Assay by compound,1,2,3,4,5,6,7,8,9,10
Jurkat NFkB inh,3,-10,9,8,1,-6,2,8,-7,-6
EBI2 antag,33,-1,2,2,-4,9,-3,0,-16,4
697 NFkB inh,-13,-16,6,-2,3,5,1,5,-13,2
Apaf-1 inh,17,-3,-4,5,2,-3,-7,-1,2,-4
Gli-Sufu block,6,7,1,1,3,-1,-5,0,1,-5
CCR6 antag,-12,-10,9,-3,-11,10,2,36,2,3
SENP8 block,-11,-3,-7,2,-11,0,-6,5,-4,-16
UBC13 inh,25,3,23,-4,-11,-11,14,-37,-9,-8

11) CCCCCNC(=O)Cn1c(=O)c2c(ncn2CC(C)C)n(Cc2ccccc2)c1=O
12) N#C/C(=C/c1ccc(F)cc1)C(N)=S
13) Cn1c(=O)c2sccc2n(Cc2ccccc2)c1=O
14) Cc1cc(C)c(NC(=O)c2ccccc2CCc2ccccc2)c(C)c1
15) CCC(Sc1nc2ncccc2[nH]1)C(=O)NC1CCC(C)CC1 (stereo unspecified)
16) O=C(N/N=C/c1cc(O)ccc1[N+](=O)[O-])c1ccc2c(c1)OCCO2
17) CCCCOC(=O)Nc1ccc(N2CCCCC2)cc1
18) CC(C)c1ccc(NC(=S)NC2CC3C=CC2C3)cc1 (stereo unspecified)
19) Fc1ccccc1COc1ccc2ccccc2c1CNc1nn[nH]n1
20) Cc1cc(NC(=O)CN2C(=O)NC(C)(c3ccccc3Cl)C2=O)no1 (stereo unspecified)

Assay by compound,11,12,13,14,15,16,17,18,19,20
Jurkat NFkB inh,10,-16,8,-1,1,-22,-182,-46,5,2
EBI2 antag,-2,-4,-1,25,3,3,8,-5,-7,6
697 NFkB inh,-3,15,10,8,9,-63,-163,-59,-5,14
Apaf-1 inh,13,0,-7,5,-1,-17,3,2,-9,-1
Gli-Sufu block,6,4,2,7,-16,-44,-94,-29,8,1
CCR6 antag,22,3,8,8,2,23,12,26,2,8
SENP8 block,-3,5,-1,-1,-1,-9,-11,-4,-6,4
UBC13 inh,2,10,13,-6,-1,-18,3,8,-5,1

Only Jurkat NFkB inh and 697 NFkB inh, for seven of the compounds above:
nr | compound | Jurkat NFkB inh | 697 NFkB inh
15 | CCC(Sc1nc2ncccc2[nH]1)C(=O)NC1CCC(C)CC1 (stereo unspecified) | 1 | 9
17 | CCCCOC(=O)Nc1ccc(N2CCCCC2)cc1 | -182 | -163
19 | Fc1ccccc1COc1ccc2ccccc2c1CNc1nn[nH]n1 | 5 | -5
13 | Cn1c(=O)c2sccc2n(Cc2ccccc2)c1=O | 8 | 10
12 | N#C/C(=C/c1ccc(F)cc1)C(N)=S | -16 | 15
18 | CC(C)c1ccc(NC(=S)NC2CC3C=CC2C3)cc1 (stereo unspecified) | -46 | -59
20 | Cc1cc(NC(=O)CN2C(=O)NC(C)(c3ccccc3Cl)C2=O)no1 (stereo unspecified) | 2 | 14

Next section:
21) Cc1ccc(S(=O)(=O)N/N=C\c2ccc3c(c2)OCO3)cc1
22) C=CCNC(=O)CSc1nnc(-c2ccncc2)n1CCc1ccccc1
23) Cc1ccccc1N1CCN(C2CCCN(C(=O)CCC(=O)N(C)C)C2)CC1 (stereo unspecified)
24) CN(c1ccccc1)S(=O)(=O)c1cccc(NC(=O)c2ccncc2)c1
25) CCN(CC)CCCNc1cc(C)nc2cc(-c3cccs3)nn12
26) COc1ccc(NC(=S)NC2CCS(=O)(=O)C2)cc1 (stereo unspecified)
27) O=C(CN(Cc1ccco1)C(=O)CNS(=O)(=O)c1ccc(F)cc1)NCCc1ccccc1
28) CCCCn1c(N)c(N(CCOC)C(=O)CCCc2cccs2)c(=O)[nH]c1=O
29) COc1ccc(S(=O)(=O)N2CCCCC2)cc1NC(=O)CNc1ccccc1N1CCCC1=O
30) Cn1c(SCC(=O)NNC(=O)Nc2ccccc2)nnc1-c1ccccc1

Assay by compound,21,22,23,24,25,26,27,28,29,30
Jurkat NFkB inh,-11,0,-5,17,-14,-10,-1,1,12,-5
EBI2 antag,7,5,-8,7,4,4,3,3,-5,-3
697 NFkB inh,-22,2,0,-37,18,-4,-4,5,4,9
Apaf-1 inh,-10,0,-4,-19,5,-6,-2,-1,-5,-30
Gli-Sufu block,-10,-22,13,26,13,-37,-1,0,-4,-2
CCR6 antag,-4,12,11,7,3,-6,-1,-7,1,-2
SENP8 block,-4,-9,-1,6,-3,-1,3,0,4,7
UBC13 inh,-5,-2,-7,3,8,4,3,-2,-3,2

31) CCOCC(=O)Nc1cccc(-c2nc3cccnc3s2)c1C
32) CN(C(=O)COC(=O)C1COc2ccccc2O1)c1c(N)n(Cc2ccccc2)c(=O)[nH]c1=O (stereo unspecified)
33) O=C(CSc1nnc2ccc(-c3ccccn3)nn12)Nc1ccc(F)cc1F
34) N#CCCN(C(=O)CN1CCN(S(=O)(=O)c2ccc(Cl)s2)CC1)c1ccc(F)cc1
35) O=C(CN1CCC2(CC1)OCCO2)c1c[nH]c2ccccc12
36) C/C(Cn1nnc2ccccc21)=N\OC(=O)c1ccccc1C
37) CCCN(CC(=O)Nc1ccc(C(N)=O)cc1)CC(=O)Nc1ccc(F)c(F)c1F
38) CN(C)S(=O)(=O)c1cccc(NC(=O)COc2ccccc2C(=O)NCc2ccccc2)c1
39) Cn1c(N)c(C(=O)c2cc(-c3ccccc3)nc3ccccc23)c(=O)n(C)c1=O
40) Cc1cc(C)c2c(N)c(C(=O)C(C)(C)C)sc2n1

Assay by compound,31,32,33,34,35,36,37,38,39,40
Jurkat NFkB inh,-14,-3,6,2,-3,7,-9,-7,-7,-10
EBI2 antag,-8,6,4,-1,.,3,-15,1,6,7
697 NFkB inh,1,-7,13,1,-17,22,-7,-13,-40,-12
Apaf-1 inh,4,-2,5,-1,1,-5,17,12,13,-1
Gli-Sufu block,-4,2,-2,0,0,8,4,13,-11,-6
CCR6 antag,3,0,6,-7,3,10,7,13,28,0
SENP8 block,2,-5,4,5,-5,2,-9,-5,-9,-1
UBC13 inh,6,4,8,2,4,6,-3,4,-1,-8

41) Cc1nc(C)n(CC(C)C(=O)N2CCN(S(=O)(=O)c3ccccc3)CC2)n1 (stereo unspecified)
42) Cc1c(/C=C2\NC(=O)NC2=O)c2ccccc2n1C
43) COc1ccc(-n2c(C)nc3cc(C(=O)O)ccc32)cc1
44) O=C1NC(=O)/C(=C\c2ccc(Cl)nc2)S1
45) O=S(=O)(NCCc1ccccc1)c1cccc2nsnc12
46) Cn1c(Cn2c3ccccc3c3ccccc32)n[nH]c1=S
47) CCn1c2ccccc2c2nnc(SCCN3CCOCC3)nc21
48) Cc1cccc(NC(=S)NC2CC3CCCC(C2)N3Cc2ccco2)c1 (stereo unspecified)
49) CC(C)C[C@H](NC(=O)C1(c2ccccc2)CCN(C(=O)[C@H]2CSCN2C(=O)OC(C)(C)C)CC1)C(=O)O
50) CCCCN1CC(C(=O)NC2CCCCC2)CC1=O (stereo unspecified)

Assay by compound,41,42,43,44,45,46,47,48,49,50
Jurkat NFkB inh,-3,8,9,3,16,-8,-15,-7,0,8
EBI2 antag,4,-3,-8,4,-3,3,7,-2,1,-3
697 NFkB inh,-11,-1,5,-25,0,4,0,6,-19,10
Apaf-1 inh,3,-3,-16,-14,0,-24,4,7,3,-12
Gli-Sufu block,-18,21,2,-26,-2,7,3,24,-1,-30
CCR6 antag,1,16,5,16,15,-6,9,8,-6,1
SENP8 block,2,-10,-6,-16,-3,-4,1,1,0,2
UBC13 inh,-2,2,2,-2,0,6,-12,2,-4,4

51) CN(CC(=O)Nc1ccccc1Cl)C(=O)CSc1ncc(C(F)(F)F)cc1Cl
52) COc1cc(/C=C(\C#N)C(=O)Nc2ccccc2)ccc1OCCN1CCOCC1
53) CCCC(=O)Nc1ccc(S(=O)(=O)Nc2nccs2)cc1
54) COc1ccc(-c2noc(CCC(=O)Nc3ccc4c(c3)OCCO4)n2)cc1
55) CC(C)c1ccc2oc(-c3ccc(NC(=O)c4ncn[nH]4)cc3)nc2c1
56) Cc1ccc(NC(=O)Cn2nc(C(=O)Nc3ccc(C)cc3)ccc2=O)cc1
57) CCOC(=O)c1[nH]c2ccc(OC)cc2c1NC(=O)NC(C)C
58) COc1ccccc1OCC(=O)NNC(=O)C(=O)N1CCCC1
59) COCCn1c(SCC(=O)Nc2cc(OC)ccc2OC)nc2c(c1=O)SC(C)C2 (stereo unspecified)
60) O=C(NNC(=O)c1ccc(-n2cncn2)c([N+](=O)[O-])c1)c1cccc(Cl)c1

Assay by compound,51,52,53,54,55,56,57,58,59,60
Jurkat NFkB inh,6,-2,-28,-13,-66,10,2,11,12,-2
EBI2 antag,-7,-9,-13,-4,17,8,10,-8,-1,-1
697 NFkB inh,-4,-54,-37,-7,-144,12,-11,-6,7,4
Apaf-1 inh,21,15,-16,-1,3,-5,-2,-9,-4,0
Gli-Sufu block,1,2,-1,0,-15,-4,0,-2,-13,2
CCR6 antag,10,-4,-4,18,-12,2,-2,-2,8,10
SENP8 block,-14,0,-7,-9,22,13,-1,-4,1,17
UBC13 inh,-8,-15,-5,11,-3,-12,3,0,-4,4

Single entries from the entries so far.
Under SENP8 block, #52 reads 0
Under Apaf-1 inh, #54 reads -1
Under UBC13 inh, #53 reads -5
Under EBI2 antag, #60 reads -1

Structures from the list above containing a nitro group on carbon:
16) O=C(N/N=C/c1cc(O)ccc1[N+](=O)[O-])c1ccc2c(c1)OCCO2
60) O=C(NNC(=O)c1ccc(-n2cncn2)c([N+](=O)[O-])c1)c1cccc(Cl)c1

Assay by compound,16,60
Jurkat NFkB inh,-22,-2
EBI2 antag,3,-1
697 NFkB inh,-63,4
Apaf-1 inh,-17,0
Gli-Sufu block,-44,2
CCR6 antag,23,10
SENP8 block,-9,17
UBC13 inh,-18,4

Other compounds:
61) Cc1cccc(C(=O)O[C@@H]2[C@H](Cc3ccccc3)NS(=O)(=O)[C@H]3C[C@@H]4C=C[C@]23O4)c1
62) COc1ccc(OC)c(NC(=O)c2cccnc2Sc2ccccc2)c1
63) CC(=O)NC(=S)Nc1ccc(NC(=O)c2cccnc2)cc1
64) Cc1ccc2c(C)nc(Nc3nc(CSc4nnnn4-c4ccccc4)cc(=O)[nH]3)nc2c1

Assay by compound,61,62,63,64
Jurkat NFkB inh,-2,16,8,5
EBI2 antag,8,-13,2,12
697 NFkB inh,-10,-81,2,11
Apaf-1 inh,8,6,-14,-2
Gli-Sufu block,-2,0,-2,15
CCR6 antag,-1,6,0,15
SENP8 block,5,-4,-5,-10
UBC13 inh,1,-15,11,-7
